Assay outcomes (PubChem)
KB-3-1 cytotox: kills parental KB-3-1 adenocarcinoma cells; KB-3-1 viability, CellTiter-Glo ATP luminescence, 72 h; Potency, µM (top dose mostly 46.1 µM), inactives show top-dose activity change, negative = cytotoxic, usual class: cytotoxic; 400,000 tested, 1.4% active; AID 1347075; note: potency is the fitted concentration of half-maximal effect; % is set by controls: 0 for no effect and ±100 for the full control effect; nearly all actives have a fitted effect of over 60% in size
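Cells are dispensed, compounds pinned in, plates held at 37 °C for 72 h, then CellTiter-Glo is added and luminescence read after 10 minutes. Cell line: parental KB-3-1 in phenol-red-free DMEM, 10% FBS.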
KB-V1 MDR tox: kills drug-selected multidrug resistant KB-V1 cells. KB-V1 MDR cells viability, CellTiter-Glo, 72 h. Potency, µM (titrated, usually from 46.1 µM), for the others: at the highest dose activity change, negative = cytotoxicity, most hits filed as cytotoxic. 400,000 tested, 3.4% active; note: potency is the fitted concentration of half-maximal effect; % is set by controls: 0 for no effect and ±100 for the full control effect; nearly all actives have a fitted effect of over 60% in size
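Cells of the MDR subline KB-V1 are plated, dosed with compound at multiple concentrations, and incubated 72 h at 37 degrees C; CellTiter-Glo is then added and luminescence read after 10 min.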
HT1080NT lethal: kills 2HG-producing HT-1080-NT fibrosarcoma cells. 360,000 tested, 1.6% active. HT-1080-NT fibrosarcoma viability, CellTiter-Glo ATP luminescence, 48 h. Potency, µM (series often up to 46.1 µM), for inactives: at the highest dose activity, negative = less viability, usual class: cytotoxic;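 note: NT is the 2HG producing partner of a matched IDH1 knockdown line; potency is the fitted concentration of half-maximal effect; 0% = DMSO-treated cells and -100% = media-only wells without cells; nearly all actives have a fitted effect of over 55% in size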
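HT-1080-NT fibrosarcoma cells (2HG-overproducing), 750 cells/well in RPMI with 5% FBS, dosed after 2 h and incubated 48 h at 37C. CellTiter-Glo luminescence normalized to DMSO and no-cell wells; concentration-response curves fitted and classed.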
DRD3 agonist: agonists of human D3 dopamine receptor. 410,000 tested, 0.58% active. P35462. max activation, %. D3R DiscoveRx beta-arrestin cells, luminescence, 90 min; in the data active = max activation above about 30%; note: 0% is about no effect; mostly tested at two doses, the higher about 12 µM
Target sequence (P35462 whole entry, looked up): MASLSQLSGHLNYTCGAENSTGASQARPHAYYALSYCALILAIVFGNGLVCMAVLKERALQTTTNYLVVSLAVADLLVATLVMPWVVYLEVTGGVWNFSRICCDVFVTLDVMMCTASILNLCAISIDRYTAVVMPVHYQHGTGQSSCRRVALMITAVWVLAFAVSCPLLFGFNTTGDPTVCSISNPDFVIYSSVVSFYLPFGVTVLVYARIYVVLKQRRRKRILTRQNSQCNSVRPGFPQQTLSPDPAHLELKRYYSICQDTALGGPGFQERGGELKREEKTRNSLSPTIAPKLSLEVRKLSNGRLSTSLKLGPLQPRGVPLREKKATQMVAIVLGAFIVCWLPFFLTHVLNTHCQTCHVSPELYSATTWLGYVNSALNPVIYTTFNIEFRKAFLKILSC
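Cells at 1500/well, incubated overnight, then treated with pinned compounds (dopamine as control) for 90 min at 37 degrees C. DiscoveRx reagent added for 30 - 60 minutes at room temperature; luminescence read.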
GLP1R cytotox: cytotoxicity in counter-screen for GLP-1R inverse agonists; 410,000 tested, 0.13% active; HEK293 cAMP-luciferase reporter cells, luminescence, 24 h; AID 624418; Potency, µM (highest dose often 38.3 µM), inactives show at the highest dose activity change, negative = inhibition, most hits filed as inhibitors;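 note: loss of luciferase light is scored as toxicity; potency is the fitted concentration of half-maximal effect; % is set by controls: 0 for no effect and ±100 for the full control effect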
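To flag toxic compounds, the library was rerun on cells for 24 hr at 37 deg C and 5% CO2. Viability-linked luminescence was captured 12 min after adding luciferase detection reagent.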
HT1080 IDH1KD tx: toxicity to HT-1080 IDH1 knockdown cells (counter line). HT-1080 IDH1 knockdown viability, ATP luminescence, 48 h. Potency, µM (top dose mostly 46.1 µM), inactives show at the top dose activity, negative = toxicity, most hits filed as cytotoxic. 360,000 tested, 2% active;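 note: potency is the fitted concentration of half-maximal effect; 0% = DMSO wells and -100% = cell-free medium wells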
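Viability of IDH1-knockdown HT-1080 fibrosarcoma cells was assessed by CellTiter-Glo after 48 h at 37 °C with titrated compound; concentration-effect curves were classified by fit quality and response size.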
SW480 rereplic: DNA re-replication induction in SW480 cells. 340,000 tested, 1.8% active. Potency, µM (top dose mostly 46.1 µM), for inactives: at the highest dose re-replication activation, actives largely listed as activators. SW480 DNA re-replication, Hoechst DNA content imaging, 48 h. AID 624297; note: potency is the fitted concentration of half-maximal effect; % of control where 0% means no effect; nearly all actives have a fitted effect of over 55% in size
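Quantitative HTS format with DMSO vehicle controls; 48 hr drug incubation at 37 C, then 40 min Hoechst staining and scanning imager measurement at 405 nm excitation.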
MCF10A rereplic: DNA re-replication induction in MCF 10a cells; AID 624296; 350,000 tested, 2.9% active; MCF 10A DNA re-replication, Hoechst nuclear intensity, 48 h; Potency, µM (highest dose often 46.1 µM), without a hit: at the highest dose activity, positive = re-replication, hits mostly activators; note: potency is the fitted concentration of half-maximal effect; % of control where 0% means no effect; nearly all actives have a fitted effect of over 50% in size
IL-1B inflam inh: blocks inflammasome-driven IL-1 beta release. THP-1 LPS/ATP IL-1B secretion, AlphaLISA, 16 h; active compounds read low. activity change, % at 57.5 µM. 360,000 tested, 4.7% active. AID 743279; in the data active = activity change below about -50%; inconclusive = mostly about -30% to -49%; note: % is set by controls: 0 for no effect and ±100 for the full control effect
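Secreted IL-1B measured by AlphaLISA bead assay after 16 h compound exposure of THP-1 cells; compounds (final up to 57.5 uM) added 1 h before LPS (250 ng/mL) and ATP (1.25 mM) stimulation; lower signal means less secretion.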
Starred values were filed as active, the others as inactive; u = inconclusive; x = no result given; [ ] = remark or other dose. Unless noted, calls come from the whole dose curve; as a rule, active = well fitted curve in the direction sought with a large enough effect; inconclusive = small, poorly fitted or top-dose-only effect, or another doubt; inactive = no such curve, though single readings can be large; an effect the other way counts as inactive or inconclusive.

SMILES	KB-3-1 cytotox	KB-V1 MDR tox	HT1080NT lethal	DRD3 agonist	GLP1R cytotox	HT1080 IDH1KD tx	SW480 rereplic	MCF10A rereplic	IL-1B inflam inh
CCn1cc(S(=O)(=O)CC(=O)N2CCc3ccccc32)c2ccccc21	-2%	u	10%	4	-7%	0%	-10%	6%	38
CCCCNC(=O)CCn1ccc2cc(S(=O)(=O)N3CCCC3)ccc21	3%	u	-3%	7	1%	-2%	-19%	0%	14
N#CCN1CCN(CCC(=O)Nc2ccc(OCc3ccccc3)cc2)CC1	-7%	-3%	-3%	-3	-7%	-6%	-3%[9.22 µM]	u	-3
CC(C)Cc1nnc(NC(=O)CSc2nc(=O)cc(N)n2-c2ccccc2)s1	22%	u	8%	0	-2%	15%	0%	4%	2
Cc1ccc(CNc2nc(N)c([N+](=O)[O-])c(NCCO)n2)cc1	-12%	u	-7%	-12	-2%	-2%	u	-1%	60
CCCn1c(SCCC(=O)O)nc2ccccc21	5%	1%	17%	-6	6%	20%	-7%	-2%	-8
Cc1nc2sc(C(c3ccco3)N3CCC(C)CC3)c(O)n2n1 (stereo not given)	22%	0%	11%	-3	-2%	1%	-13%	4%	0
O=C(NC1CCCC1)C(c1cccs1)N(C(=O)c1ccco1)c1ccc2c(c1)OCO2 (stereo not given)	-6%	-18%	-19%	-5	-19%	2%	0%	2%	u
O=C(COC(=O)/C=C/c1ccccc1)NC1CC1	18%	u	6%[9.24 µM]	2	-2%	6%	-1%	-2%	-28
COc1ccc(C(=O)NCCCN2CCOCC2)cc1	5%	7%	2%	3	-6%	3%	-1%	9%	-7
Cc1c(C(=O)NCCCN2CCCC2=O)oc2ccc(S(=O)(=O)N3CCOCC3)cc12	13%	8%	9%	4	11%	18%	-7%	3%	-5
O=C1NN=C(c2ccc(Br)cc2)CC1c1ccc(Cl)cc1 (stereo not given)	u	u	0%	0	5%	-14%	-2%	u	-85*
Cc1ccc(CNc2ncccc2-c2nc3cc(Cl)ccc3o2)cc1	-21%	u	u	3	-18%	-7%	-1%	u	19
C=CCOc1ccc(/C=C/C(=O)OCC(=O)N(C)CC(=O)Nc2ccc(F)cc2)cc1	-6%	-1%	-5%	-11	16%	-5%	-4%	5%	2
Cc1cc(C)nc(NC(=O)c2ccc(Cl)c([N+](=O)[O-])c2)n1	9%	-12%	3%	-7	3%	11%	u	-8%	x
O=C(N=C1SC2CS(=O)(=O)CC2N1c1ccc(F)c(Cl)c1)C1CC1 (stereo not given)	-2%	-2%	-4%	-1	4%	-1%	8%	13%	8
O=C(/C=C/c1ccccc1)N1CCN(CC(O)COc2ccccc2)CC1 (stereo not given)	4%	-5%	3%	-10	0%	-1%	-3%	1%	-17
COc1ccccc1NC(=O)CS(=O)(=O)c1cn(CC(=O)N(C(C)C)C(C)C)c2ccccc12	0%	-18%	1%	-6	-17%	-2%	1%	10%	-5
CC(C)CCNC(=O)CN(Cc1cccs1)C(=O)CCC(=O)Nc1nccs1	13%	-22%	10%	4	-6%	10%	1%	1%	10
COc1ccc(CCn2c(S)nc3ccccc3c2=O)cc1	-2%	1%	9%	-2	2%	30%	-6%	3%	48
CCCN1C2CCCC1CC(NC(=S)Nc1cc(C)ccc1C)C2 (stereo not given)	-1%	-2%	1%	-3	-20%	4%	-7%	-1%	-5
CCc1ccc(N2C(=O)Nc3ccc(Br)cc3C2(O)C(=O)NCCN(C)C)cc1 (stereo not given)	2%	-3%	1%	-10	3%	12%	1%	-11%	6
Cc1ccc(C)c(OCC(=O)NCC(C)C)c1C	17%	-25%	12%	2	-10%	7%	-8%	-11%	-5
Cc1nn(-c2ccccc2)c(C)c1NC(=O)c1cccs1	-3%	0%	6%	5	5%	13%	-5%	10%	-4
COc1ccc(OCC(=O)Nc2ccc(C)cc2)cc1	10%	-9%	4%	2	3%	12%	-5%	0%	-15

Fetched by structure from the entries so far, four records:
SMILES	KB-3-1 cytotox	KB-V1 MDR tox	HT1080NT lethal	DRD3 agonist	GLP1R cytotox	HT1080 IDH1KD tx	SW480 rereplic	MCF10A rereplic	IL-1B inflam inh
Cc1cc(C)nc(NC(=O)c2ccc(Cl)c([N+](=O)[O-])c2)n1	9%	-12%	3%	-7	3%	11%	u	-8%	x
COc1ccc(CCn2c(S)nc3ccccc3c2=O)cc1	-2%	1%	9%	-2	2%	30%	-6%	3%	48
COc1ccc(C(=O)NCCCN2CCOCC2)cc1	5%	7%	2%	3	-6%	3%	-1%	9%	-7
Cc1ccc(CNc2ncccc2-c2nc3cc(Cl)ccc3o2)cc1	-21%	u	u	3	-18%	-7%	-1%	u	19

Additional records:
SMILES	KB-3-1 cytotox	KB-V1 MDR tox	HT1080NT lethal	DRD3 agonist	GLP1R cytotox	HT1080 IDH1KD tx	SW480 rereplic	MCF10A rereplic	IL-1B inflam inh
COc1ccc(Nc2ncnc3c2cnn3Cc2ccccc2)cc1OC	-12%	18µM*	u	9	-5%	u	5%	15%	-1
Cc1cc(C(=O)NCc2cccs2)cs1	10%	-11%	6%	8	-1%	-1%	-8%	2%	-6
CCC(C)NC(=O)C1CCN(C(=O)N(C)C)CC1 (stereo not given)	4%	5%	-11%	0	-20%	3%[9.24 µM]	-7%	-2%	-1
O=C(CNC(=O)[C@@H]1Cc2ccccc2CN1)NC1CCCC1	0%	0%	6%	3	-2%	16%	-7%	0%	6
CN1C(=O)c2ccccc2Sc2ccc(NC(=O)N3CCN(c4ccccc4F)CC3)cc21	-6%	-27%	x	-13	-2%	x	x	x	x
CC(OC(=O)CCC(=O)c1ccccc1)C(=O)Nc1ccc(F)cc1 (stereo not given)	8%	-8%	4%	6	-3%	3%	-18%	-4%	10
COc1ccc(C(=O)Nc2ccc3oc(-c4cccc(F)c4)nc3c2)cc1OC	-5%	-1%	4%	-6	-11%	-2%	0%	2%	-10
CCc1ccccc1NC(=O)CN1CCN(C(=O)CCC(=O)N2CCC(c3ccccc3)=N2)CC1	3%	-16%	-2%	10	6%	-1%	4%	-5%	-7
COc1ccc(NC(=O)CC2(Cc3ccccc3)CCOC(C)(C)C2)cc1 (stereo not given)	0%	u	6%	2	-7%	7%	x	-1%	-1
O=C(CN(Cc1ccco1)C(=O)Cn1nnc(-c2ccc(F)cc2)n1)NC1CCCC1	2%	4%	-17%	6	-13%	2%	-3%	-1%	-14
Cc1cccc(N2CC(C(=O)Nc3ccc(S(=O)(=O)NCC4CCCO4)cc3)CC2=O)c1C (stereo not given)	-1%	1%	9%	-5	3%	4%	-1%	16%	18
COC(=O)CC1=C(C(=O)OC)C(c2ccncc2)C(C#N)=C(N)O1 (stereo not given)	3%	8%	2%	3	-12%	-10%	-3%[9.22 µM]	1%	-12
Cc1oc(C(=O)O)cc1COc1ccc2c(C)cc(=O)oc2c1	-1%	18%	16%	-3	-8%	10%	-2%	0%	-5
COc1ccc(C2=NCCc3cc(OC)c(OC)cc32)cc1OC	-16%	u	0%	2	-30%	-2%	59%	-17%	3
O=C(O)CC(NCc1ccco1)C(=O)Nc1cccc(O)c1 (stereo not given)	3%	11%	7%	-11	-17%	12%	2%	-4%	1
Cc1ccc(C)c2c1c1ccccc1n2C	-9%	3%	10%	10	2%	7%	-24%	1%	x
O=C(C1CCCO1)N1CCN(C(=S)Nc2ccccc2)CC1 (stereo not given)	-1%	3%	15%	-7	0%	0%	-6%	5%	-3
CC(C)[C@H](NC(=O)c1ccccc1)C(=O)Nc1ccc2c(c1)OCO2	15%	0%	2%	-4	-7%	-3%	-7%	4%	-3
CC=CC1OCC(CC)C(CCC)O1 (stereo not given)	x	x	0%	3	-1%	-1%	1%	18%	0
NNC(=O)CSCc1nc(-c2ccccc2)cs1	0%	14%	-22%	4	4%	-17%	-6%	3%	7
Cc1ccc(Oc2c(C(N)=O)cc([N+](=O)[O-])cc2[N+](=O)[O-])cc1	21µM*	-31%	u	-2	u	u	u	u	-85*
COc1cc(C(=O)NNC(=O)c2ccc(NC(C)=O)cc2)cc(OC)c1OC	-14%	-13%	27%	-1	5%	16%	-106%[inhibitor]	2%	-8
CCOc1ccc(/C=C(\C#N)C(=O)NC2CC2)c(OCC)c1	0%	7%	7%	-2	-1%	0%	-12%	4%	-54*
CCN(CC)Cc1c(C(=O)N/N=C/c2c(Cl)cccc2Cl)nnn1-c1nonc1N	7%	3%	6%	30*	-8%	6%	-10%	-4%	6
NNC(=O)c1[nH]c2ccc(Cl)cc2c1-c1ccccc1	u	u	u	16	-7%	u	u	9.2µM*	26
SMILES	KB-3-1 cytotox	KB-V1 MDR tox	HT1080NT lethal	DRD3 agonist	GLP1R cytotox	HT1080 IDH1KD tx	SW480 rereplic	MCF10A rereplic	IL-1B inflam inh
Cc1cc(C)n2nc(C(=O)NCCc3ccccc3)nc2n1	18%	-20%	18%	9	2%	14%[9.24 µM]	-7%	-1%	-13
Cn1ccn(CCCCCCn2ccn(C)c2=S)c1=S	2%	0%	-4%	-12	0%	0%	x	x	30
CC(=O)Nc1ccc(-c2nnc3n(CC(C)C)c(=O)c4ccccc4n23)cc1	30%	28%	x	-3	1%	x	x	x	x
CCc1nc2ccc(C(=O)N3CCN(c4cc(Cl)ccc4C)CC3)cc2nc1CC	0%	0%	x	1	-12%	x	x	x	x
COc1ccc(OC)c(N(CC(=O)Nc2ccccc2F)S(=O)(=O)c2ccccc2)c1	-8%	-8%	-29%	5	9%	-27%	0%	21%	-4
O=c1cc(CN2CCN(c3ccccc3)CC2)c2c(ccc3ccccc32)o1	-6%	-2%	8%	8	-12%	9%	2%	6%	8
COc1cccc(NC(=O)CSc2nc3c(c(-c4ccco4)c2C#N)CCCC3)c1	17%	u	3%	3	4%	3%	1%	-5%	16
Cc1ccc(C2CC(=O)Nc3cc4c(cc32)OCCO4)cc1 (stereo not given)	1%	17%	x	-4	-1%	x	x	x	x
CCOc1ccccc1C(=O)NN1CCOCC1	-7%	20%	0%	5	9%	5%	-2%	-38%	35
CCOC(=O)C1CCN(S(=O)(=O)Cc2ccccc2)CC1	5%	-3%	-2%	-10	13%	-5%	u	-12%	1
